# Screening results: PubChem, NMMLSC
# Bcl-XL Bim block – inhibitors of Bim-Bcl-XL binding, primary screen, biochemical, multiplexed, bead flow cytometry, human Bcl-XL | Bcl-2-like protein 1 (Homo sapiens), Q07817 | Bim peptide-Bcl-XL binding, fluorescence | inhibition, % at 10 µM | 190,000 compounds, 0.04% hits | AID 1007, 2008
# Target sequence (Q07817 whole entry, looked up): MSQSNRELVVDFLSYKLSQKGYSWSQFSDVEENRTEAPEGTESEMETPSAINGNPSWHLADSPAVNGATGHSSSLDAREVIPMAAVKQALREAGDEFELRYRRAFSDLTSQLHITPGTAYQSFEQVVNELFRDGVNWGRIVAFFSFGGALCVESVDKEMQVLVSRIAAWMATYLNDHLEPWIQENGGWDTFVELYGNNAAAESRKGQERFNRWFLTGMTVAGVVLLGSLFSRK
# Bcl-W Bim block – inhibitors of Bim binding to Bcl-W, primary screen, biochemical, multiplexed, bead-based flow cytometry; Bcl-2-like protein 2 (Homo sapiens), Q92843; Bim peptide-Bcl-W binding; inhibition, % at 10 µM; 190,000 compounds, 0.02% hits; AID 952, 2007;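 further: 0% = bound tracer without compound and 100% = peptide blocker; higher means less fluorescent Bim peptide bound to Bcl-W beads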
# Target sequence (Q92843 whole entry, looked up): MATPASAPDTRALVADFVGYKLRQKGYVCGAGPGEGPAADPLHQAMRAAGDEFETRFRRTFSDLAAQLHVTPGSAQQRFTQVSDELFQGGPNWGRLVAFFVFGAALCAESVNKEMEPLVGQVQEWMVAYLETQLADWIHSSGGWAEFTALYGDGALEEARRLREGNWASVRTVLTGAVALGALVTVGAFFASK
# Rab7 wt modul – modulators of GTP binding to Rab7, primary screen, biochemical, wildtype, multiplex bead flow cytometry. Rab7 GTPase wild type (dog), Bodipy-FL-GTP binding. GST-Rab7 beads, fluorescent GTP binding; actives lie on both sides; untreated = 100%, excess cold GTP = 0%. GTP binding activity (percent of control), % at 10 µM. 190,000 compounds, 0.055% hits;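 active means fluorescent GTP binding to Rab7 beads changed by at least 20 points from the 100% baseline, either direction, mostly lower; inconclusive means compound itself probably fluorescent, or too few beads counted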;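 further: median green fluorescence of bound Bodipy-FL-GTP per Rab7 bead population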
# HRas wt GTP bind – modulators of GTP binding to HRas wildtype, primary screen, biochemical, bead-based flow cytometry, multiplex; GTPase HRas (Homo sapiens), P01112; GST-Ras wt beads, Bodipy-FL-GTP binding; actives lie on both sides; GTP binding activity, % at 10 µM; 190,000 compounds, 0.14% hits; AID 759, 2007;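 active means GTP binding activity at least 20% away from the 100% baseline, either lowered as inhibitor or raised as activator; inconclusive means flagged as likely green fluorescent, judged across all proteins in the well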;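 further: 0% = unlabeled GTP competition control and 100% = no-compound control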
# Bim-Bfl-1 – inhibitors of Bim binding to Bfl-1, primary screen, biochemical, multiplexed, bead-based flow cytometry | Bim-Bfl-1 binding inhibition | inhibition, % at 10 µM | Bcl-2-related protein A1 (Homo sapiens), Q16548 | 190,000 compounds, 0.12% hits;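 further: 0% = wells without compound plus tracer and 100% = blocker peptide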
# Rac1 wt modul – wildtype Rac1 GTP binding modulators, primary screen, biochemical, GST-Rac1 beads, flow cytometry, multiplex | Ras-related C3 botulinum toxin substrate 1 (Homo sapiens), P63000 | fluorescent GTP binding; actives lie on both sides; 0 = cold GTP competed, 100 = untreated | 190,000 compounds, 0.27% hits | AID 757, 2007 | GTP binding activity (% of control), % at 10 µM;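 active means GTP binding activity at least 20 points away from the 100% control level, either lower or higher; inconclusive means compound flagged as likely green fluorescent, judged across all proteins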
# Bim-Bcl-2 – inhibitors of Bim-Bcl-2 binding, primary screen, biochemical, multiplexed, human Bcl-2 family; AID 950, 2007; inhibition, % at 10 µM; Bead-based flow cytometry, Bim peptide-Bcl-2 binding; Apoptosis regulator Bcl-2 (Homo sapiens), P10415; 190,000 compounds, 0.06% hits; in the data active means inhibition above about 40%; inconclusive means no clear call, values can overlap the other calls;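 further: 0% = no compound wells with probe peptide and 100% = reference peptide inhibitor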
# Target sequence (P10415 whole entry, looked up): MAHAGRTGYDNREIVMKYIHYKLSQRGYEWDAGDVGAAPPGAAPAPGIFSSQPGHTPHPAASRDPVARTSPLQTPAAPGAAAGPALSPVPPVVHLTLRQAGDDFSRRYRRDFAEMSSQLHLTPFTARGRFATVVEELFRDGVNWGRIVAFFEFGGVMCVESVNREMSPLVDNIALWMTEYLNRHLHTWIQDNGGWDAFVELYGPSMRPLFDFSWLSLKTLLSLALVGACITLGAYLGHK
# Rac1 mut GTP – GTP binding modulators of activated mutant Rac1, primary screen, biochemical, bead-based flow cytometry, multiplex, fluorescent GTP; Ras-related C3 botulinum toxin substrate 1 (Homo sapiens), P63000; GST-Rac1 activated beads; actives lie on both sides; 100% means binding = to untreated wells; percent activity (GTP binding), % at 10 µM; 190,000 compounds, 0.11% hits; AID 764, 2007;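 active means GTP binding at least 20 percentage points away from the 100% baseline, in either direction, so actives lie on both sides; inconclusive means Compound likely fluorescent itself, or too few beads counted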
# Bim-Bcl-B – inhibitors of Bim-Bcl-B binding, primary screen, biochemical, multiplexed, human Bcl-2 family | Bcl-2-like protein 10 (Homo sapiens), Q9HD36 | bead-based flow cytometry, Bim peptide-Bcl-B binding | inhibition, % at 10 µM | 190,000 compounds, 0.073% hits | AID 951, 2007;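 further: 0% = tracer peptide without compound and 100% = reference inhibitor peptide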
# Rab2 wt GTP – modulators of GTP binding to Rab2A wildtype, primary screen, biochemical, dog, bead-based flow cytometry, multiplex; Ras-related protein Rab-2A (Canis lupus familiaris), P61105; GST-Rab2 wt beads, Bodipy-GTP binding; 190,000 compounds, 0.19% hits; GTP binding activity, % at 10 µM;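 active means GTP binding activity at least 20 points away from 100%, either lowered or raised; inconclusive means signal likely due to the compound's own green fluorescence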;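 further: 0% = beads with excess unlabeled GTP and 100% = no-compound control corrected for plate trend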
# Cdc42 wt – modulators of GTP binding to wildtype Cdc42, primary screen, biochemical, multiplex bead flow cytometry, Bodipy-GTP. AID 761, 2007. GST-Cdc42 beads; actives lie on both sides. 190,000 compounds, 0.2% hits. Cell division control protein 42 homolog (Homo sapiens), P60953. percent activity (GTP binding), % at 10 µM;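 active means percent activity GTP binding at least 20 points away from the 100% baseline, either down as inhibitor or up as activator; inconclusive means compound flagged as likely green fluorescent from well-wide comparison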;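 further: median bead fluorescence of bound Bodipy-FL-GTP at 100 nM; 0% = excess unlabeled GTP control and 100% = no compound control; below 100% means less GTP binding so inhibitor and above means activator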
# Target sequence (P60953 whole entry, looked up): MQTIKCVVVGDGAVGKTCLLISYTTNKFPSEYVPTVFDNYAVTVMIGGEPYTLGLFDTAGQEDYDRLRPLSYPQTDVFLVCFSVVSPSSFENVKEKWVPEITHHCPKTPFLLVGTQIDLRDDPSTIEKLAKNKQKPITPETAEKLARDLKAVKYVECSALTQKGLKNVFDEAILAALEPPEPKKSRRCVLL
# The depositor's hits bear a star; ? = inconclusive. Unless noted, no stated cut-off is given here; in the data, active means inhibition above about 40%.
SMILES,Bcl-XL Bim block,Bcl-W Bim block,Rab7 wt modul,HRas wt GTP bind,Bim-Bfl-1,Rac1 wt modul,Bim-Bcl-2,Rac1 mut GTP,Bim-Bcl-B,Rab2 wt GTP,Cdc42 wt
CSc1ccccc1NC(=O)C1C2CCC(C2)C1C(=O)O (stereo not given),-3.0,-4.0,93.0,93.0,-6.0,93.0,0.0,94.0,-5.0,97.0,92.0
N#Cc1ccc(/C=N/NC(=O)CCc2ccc(S(=O)(=O)N3CCOCC3)cc2)cc1,-13.0,-6.0,99.0,98.0,-3.0,102.0,-2.0,101.0,-9.0,97.0,98.0
c1ccc(Cn2nnnc2C(c2ccccn2)N2CCOCC2)cc1 (stereo not given),-6.0,-3.0,97.0,100.0,-6.0,100.0,-3.0,98.0,-6.0,100.0,100.0
CC1CC(C)CN(C(=O)COC(=O)CNS(=O)(=O)/C=C/c2ccccc2)C1 (stereo not given),-1.0,-2.0,96.0,96.0,-12.0,96.0,-7.0,93.0,-8.0,93.0,96.0
Cc1ccc(N2CC(C(=O)Nc3ccc(C)c(S(=O)(=O)N(C)C)c3)CC2=O)cc1 (stereo not given),1.0,-2.0,91.0,96.0,3.0,100.0,0.0,96.0,-3.0,96.0,98.0
CCOC(=O)Cn1nc(C)c(NC(=O)COc2ccccc2[N+](=O)[O-])c1C,-4.0,-1.0,104.0,98.0,-8.0,96.0,-4.0,92.0,-6.0,97.0,96.0
CCCC(=O)N1c2ccc(-c3csc(N)n3)cc2CC1C (stereo not given),0.0,-4.0,102.0,102.0,-9.0,106.0,-5.0,100.0,-13.0,103.0,104.0
Cc1ccc2c(c1)N(C(C)C(=O)NCc1cccs1)C(=O)CO2 (stereo not given),0.0,-1.0,109.0,103.0,-5.0,105.0,-3.0,97.0,-2.0,103.0,102.0
CN(C)S(=O)(=O)c1cccc2c1C(=O)c1ccccc1C2=O,11.0,8.0,97.0,89.0,7.0,85.0,8.0,95.0,6.0,88.0,94.0
Clc1ccc(Oc2nnnn2-c2ccccc2)cc1,0.0,0.0,98.0,102.0,-10.0,102.0,-6.0,100.0,-5.0,101.0,103.0
CCOC(=O)C1(Cc2ccccc2)CCN(Cc2cnc(N3CCOCC3)s2)CC1,0.0,-1.0,96.0,97.0,0.0,100.0,1.0,97.0,0.0,97.0,97.0
O=C(CSc1nnc(-c2cccs2)n1Cc1ccco1)c1ccc2c(c1)OCO2,18.0,14.0,97.0,97.0,18.0,98.0,8.0,96.0,11.0,98.0,98.0
Cc1cc(C)c(C(=O)/C=C/c2ccco2)c(=O)[nH]1,0.0,3.0,103.0,97.0,2.0,102.0,2.0,96.0,-5.0,96.0,95.0
CC#CCCCC(=O)Nc1ccccc1C(=O)O,-4.0,0.0,99.0,97.0,0.0,101.0,-1.0,96.0,2.0,100.0,99.0
Cc1ccc(CSc2nc3ccncc3[nH]2)cc1,-1.0,2.0,103.0,102.0,-9.0,107.0,-9.0,98.0,-5.0,101.0,104.0
Cc1nc(N2CCOCC2)nc2c1CCCC2,0.0,0.0,101.0,102.0,-2.0,109.0,-2.0,98.0,0.0,102.0,103.0
Cc1cc(C)cc(OCC(=O)NCc2nc(-c3ccccc3)no2)c1,0.0,-2.0,99.0,98.0,4.0,98.0,7.0,96.0,7.0,98.0,96.0
O=C(N/N=C/C(Br)=C/c1ccccc1)NC1CCCCC1,1.0,2.0,97.0,97.0,-2.0,99.0,0.0,97.0,-1.0,98.0,99.0
COC(C(=O)Nc1ccc(Br)cc1F)c1ccccc1 (stereo not given),-2.0,-5.0,96.0,95.0,0.0,97.0,0.0,94.0,-1.0,93.0,97.0
CCn1c(O)c(N=NC(=O)Cn2ccc(C(F)(F)F)n2)c2ccccc21,-11.0,-4.0,98.0,96.0,-19.0,96.0,-10.0,96.0,-7.0,96.0,93.0
Cc1cc(C(F)(F)F)n(-c2nc(C(=O)Nc3cccnc3)cs2)n1,0.0,-2.0,106.0,93.0,-3.0,93.0,-3.0,91.0,0.0,96.0,94.0
Cc1ccc2nc(NCc3ccco3)c(C=NCc3ccco3)c(=O)n2c1,-1.0,1.0,102.0,104.0,-1.0,105.0,-1.0,100.0,1.0,104.0,104.0
COC(=O)[C@@H]1CCCN1Cc1nc(Cc2ccc(OC)c(OC)c2)no1,1.0,4.0,99.0,97.0,-3.0,100.0,0.0,96.0,-1.0,97.0,96.0
CCOC(=O)c1cccc(-n2c(C)nc3ccccc3c2=O)c1,-6.0,-8.0,100.0,100.0,-18.0,102.0,0.0,93.0,-6.0,99.0,98.0
CC(=O)Nc1ccccc1NC(=O)c1cc(C)ccc1C,-3.0,-3.0,96.0,96.0,-4.0,98.0,0.0,94.0,0.0,93.0,92.0

# (cont.)
SMILES,Bcl-XL Bim block,Bcl-W Bim block,Rab7 wt modul,HRas wt GTP bind,Bim-Bfl-1,Rac1 wt modul,Bim-Bcl-2,Rac1 mut GTP,Bim-Bcl-B,Rab2 wt GTP,Cdc42 wt
CCN(CC)CCN1C(=O)c2ccccc2NC1c1ccccc1F (stereo not given),-3.0,-4.0,95.0,95.0,0.0,97.0,-5.0,92.0,-3.0,96.0,94.0
CC(C)NC(=O)CCS(=O)(=O)c1ccc(Br)s1,-5.0,0.0,98.0,99.0,-13.0,105.0,-6.0,96.0,-4.0,99.0,100.0
COc1cccc(C2C(C(=O)c3ccco3)=C(O)C(=O)N2CCN(C)C)c1OC (stereo not given),-3.0,-1.0,96.0,101.0,-2.0,105.0,-3.0,100.0,-2.0,101.0,101.0
CC(C)Cn1c(-c2csc3c2CCCC3)n[nH]c1=S,-2.0,-1.0,95.0,99.0,1.0,101.0,-2.0,97.0,-14.0,97.0,99.0
COc1nc(OC)nc(N2CCC(C(=O)Nc3cccc4c3CCCC4)CC2)n1,-4.0,0.0,101.0,100.0,-13.0,107.0,-7.0,97.0,-3.0,101.0,104.0
O=C(NC(=S)Nc1c(Cl)ccc2nsnc12)c1ccco1,-9.0,-2.0,100.0,102.0,-6.0,102.0,-6.0,101.0,-6.0,100.0,100.0
O=C(c1csc2c1CCCC2)N1CCN(c2ncccn2)CC1,-5.0,4.0,96.0,100.0,-10.0,97.0,-3.0,93.0,-4.0,96.0,91.0
O=C(NC(Cc1ccccc1)C(=O)O)/C(=C\c1ccco1)NC(=O)c1ccco1 (stereo not given),-2.0,0.0,98.0,98.0,-5.0,100.0,0.0,97.0,-10.0,98.0,97.0
CC1CCCCN1Cc1c(C#N)c2ccccc2n1C (stereo not given),2.0,-3.0,95.0,98.0,-17.0,96.0,-9.0,93.0,-9.0,96.0,98.0
O=C(NC1CCCc2ccccc21)c1ccc(S(=O)(=O)N2CCOCC2)cc1 (stereo not given),0.0,-1.0,91.0,91.0,-2.0,89.0,0.0,91.0,-1.0,92.0,92.0
CCOc1ccc(OCC)c(NC(=O)CN2CCN(c3cc(C)ccc3C)CC2)c1,-4.0,-1.0,101.0,102.0,-13.0,108.0,-15.0,100.0,-9.0,103.0,103.0
CCN(CC)C(=O)C1CCN(CC2CC=CCC2)CC1 (stereo not given),-7.0,-3.0,102.0,100.0,-21.0,104.0,-12.0,99.0,-11.0,100.0,97.0
Cn1c(SCC(=O)N/N=C/c2ccco2)nc2ccccc21,-2.0,0.0,103.0,98.0,3.0,101.0,0.0,98.0,0.0,97.0,97.0
Cc1n[nH]c(=O)nc1NC(C)c1ccccc1 (stereo not given),0.0,1.0,100.0,98.0,-5.0,98.0,-1.0,97.0,-8.0,99.0,96.0
Cc1ccccc1NS(=O)(=O)c1ccc(NC(=O)c2nc3ncccn3n2)cc1,-10.0,-7.0,98.0,100.0,1.0,109.0,2.0,102.0,0.0,100.0,103.0
Cc1cc(CNC(=O)Cc2ccc(F)cc2)c2ccccc2n1,-3.0,-7.0,94.0,93.0,-3.0,94.0,-4.0,93.0,-4.0,95.0,95.0
Cc1ccc(/C=C/C(=O)Nc2cc(S(N)(=O)=O)ccc2O)cc1,-1.0,-3.0,?,?,8.0,?,1.0,?,-3.0,?,?
CC(/C=N/N1CCN(c2ccc(C)cc2)CC1)=C\c1ccccc1,-2.0,-4.0,104.0,98.0,-1.0,101.0,1.0,101.0,-5.0,99.0,100.0
COc1ccc(-c2cc(=O)n(CCC#N)[nH]2)cc1,-10.0,-8.0,99.0,99.0,-12.0,111.0,-8.0,99.0,-12.0,98.0,105.0
COc1ccc([N+](=O)[O-])cc1NC(=O)Cn1ccsc1=N,23.0,15.0,97.0,98.0,22.0,103.0,10.0,99.0,9.0,100.0,100.0
C=CCn1c(COc2ccccc2)nnc1SCC(=O)N/N=C/c1ccc(C)cc1,-1.0,-3.0,102.0,100.0,-3.0,102.0,-1.0,97.0,-3.0,100.0,99.0
CN(C)c1nc(Oc2ccc(C(=O)OCC(=O)Nc3ccccc3)cc2)nc(N(C)C)n1,1.0,2.0,96.0,99.0,0.0,98.0,0.0,97.0,0.0,101.0,100.0
Cc1cc(C)c2nc(NNC(=O)c3ccc(S(=O)(=O)N4CC(C)CC(C)C4)cc3)sc2c1 (stereo not given),-2.0,-1.0,102.0,104.0,2.0,110.0,0.0,99.0,0.0,105.0,103.0
COc1ccc(NC(=O)/C=C/c2ccco2)cn1,0.0,0.0,106.0,99.0,-2.0,99.0,-2.0,94.0,-7.0,97.0,97.0
COc1ccc(CCN2CN(S(=O)(=O)c3ccccc3)c3nc4ccccc4nc32)cc1,-7.0,-4.0,100.0,99.0,-7.0,100.0,-9.0,97.0,-9.0,98.0,99.0
CCn1c(SCCN2CCCCC2)nnc1-c1ccc(S(=O)(=O)N2CCOCC2)cc1,-1.0,0.0,100.0,104.0,0.0,103.0,-1.0,99.0,-2.0,103.0,105.0
